Bioassay records as filed in PubChem.
GAA inhib: alpha-glucosidase (human) inhibition | P10253 | purified human GAA, 4-MU-alpha-glucoside fluorescence | Potency, µM (doses to about 76.9 µM), for the others: top-dose activity change, negative = inhibition, usual class: inhibitors | actives 0.005% (n = 200,000) | AID 1466;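 note: plate controls were uninhibited enzyme wells for no effect and no-enzyme background for full effect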
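Fluorescence at Ex 365/Em 440 nm from 4-methylumbelliferone reported enzyme activity after 20 min at room temperature. Reactions used 4 nM enzyme and 400 uM substrate at pH 5.0; curves fitted with the Hill equation.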
TR SRC2 fluor cs: alters Texas Red total fluorescence, flagging assay interference. TRb/SRC2 Texas Red total fluorescence interference. Potency, µM (series often up to 106 µM), inactives show at the top dose fluorescence change, negative = quenching. actives 0.29% (n = 280,000). AID 1479; active = well fitted curve in either direction with a large enough effect; inconclusive = small, poorly fitted or top-dose-only effect
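Flags fluorescent or light-absorbing compounds by total fluorescence, S + 2P, at 555 nm excitation and 632 nm emission. Mixture: 20 nM Texas Red SRC2 peptide, 0.6 uM human TRb LBD, 1 uM T3, 5% DMSO; compound exposure 5 h at ambient temperature.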
GoLoco inh red: blocks human Gai1 binding to RGS12 GoLoco peptide, red readout; Gai1:RGS12 GoLoco peptide FP, rhodamine, 10 min; Potency, µM (series often up to 61.6 µM), without a hit: at the highest dose activity, negative = inhibition, hits mostly inhibitors; actives 0.44% (n = 230,000); AID 880; active = well fitted inhibition curve with a large enough effect, not every such curve was filed as active; inactive = no such curve, though single readings can be large or run the other way; note: nearly all actives have a fitted effect of over 30% in size; many of its hits are not listed in these tables
Target sequence (P63096 whole entry, looked up): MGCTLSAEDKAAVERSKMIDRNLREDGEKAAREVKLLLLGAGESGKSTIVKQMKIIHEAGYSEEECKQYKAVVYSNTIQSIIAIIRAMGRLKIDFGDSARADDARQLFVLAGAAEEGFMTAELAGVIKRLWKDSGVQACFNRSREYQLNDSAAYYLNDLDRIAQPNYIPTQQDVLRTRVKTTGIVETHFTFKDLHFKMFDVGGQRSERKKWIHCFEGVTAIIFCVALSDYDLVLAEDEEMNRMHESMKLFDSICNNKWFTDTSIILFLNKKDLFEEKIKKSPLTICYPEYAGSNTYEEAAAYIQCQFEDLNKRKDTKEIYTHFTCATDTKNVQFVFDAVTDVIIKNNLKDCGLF
L3MBTL1 block: L3MBTL1 (human) inhibition; Q9Y468; AlphaScreen L3MBTL1–H3K9me1 peptide binding; Potency, µM (series often up to 57.1 µM), for the others: at the top dose activity, negative = inhibition, hits mostly inhibitors; actives 0.66% (n = 230,000); AID 485360; note: nearly all actives have a fitted effect of over 60% in size
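AlphaScreen assay: L3MBTL1 (50 nM final) was preincubated 30 min at room temperature with biotinylated H3(1-15)K9me1 peptide (75 nM final), then 30 min with library compounds; streptavidin donor and nickel chelate acceptor beads (10 ug/mL final) added, 30 min dark.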
GAA glycogen: GAA glycogen-cleavage inhibition or activation | recombinant GAA, glycogen substrate, Amplex Red glucose oxidase fluorescence | P10253 | actives 0.38% (n = 300,000) | Potency, µM (doses to about 76.4 µM), for inactives: top-dose activity change, negative = inhibition, actives largely listed as inhibitors;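 note: 0% = full enzyme reaction and -100% = no-enzyme basal signal; the screen sought inhibitors and activators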
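Recombinant human enzyme (4 nM); glycogen substrate; 37 C, 40 min, pH 5.0. Readout: coupled glucose oxidase/Amplex Red fluorescence.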
GAA spleen mod: inhibitors or activators of human alpha-glucosidase in spleen homogenate. Potency, µM (titrated, usually from 79.9 µM), without a hit: at the highest dose activity change, negative = inhibition, most hits filed as inhibitors. human spleen homogenate, 4-MU-alpha-glucoside fluorescence. actives 0.006% (n = 240,000). AID 2112;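 note: 0% = enzyme with vehicle and -100% = no enzyme basal signal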
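AC50 values come from Hill-equation fits of concentration-response data, normalized to no-enzyme and full-activity controls. Enzyme source: 1 ug human spleen homogenate; 1 mM fluorogenic 4-MU glucoside, pH 5.0 citrate buffer, 37 C, 40 min.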
TRb-SRC2 inh: inhibitors of human thyroid hormone receptor beta-SRC2 interaction. P10828. TRbeta-SRC2 peptide binding, fluorescence polarization; receptor liganded with 1 µM T3. Potency, µM (series often up to 106 µM), without a hit: top-dose activity change, negative = inhibition, most hits filed as inhibitors. actives 0.065% (n = 280,000). AID 1469;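 note: plate controls were bound peptide for no effect and peptide without receptor for full effect; nearly all actives have a fitted effect of over 50% in size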
Target sequence (P10828 whole entry, looked up): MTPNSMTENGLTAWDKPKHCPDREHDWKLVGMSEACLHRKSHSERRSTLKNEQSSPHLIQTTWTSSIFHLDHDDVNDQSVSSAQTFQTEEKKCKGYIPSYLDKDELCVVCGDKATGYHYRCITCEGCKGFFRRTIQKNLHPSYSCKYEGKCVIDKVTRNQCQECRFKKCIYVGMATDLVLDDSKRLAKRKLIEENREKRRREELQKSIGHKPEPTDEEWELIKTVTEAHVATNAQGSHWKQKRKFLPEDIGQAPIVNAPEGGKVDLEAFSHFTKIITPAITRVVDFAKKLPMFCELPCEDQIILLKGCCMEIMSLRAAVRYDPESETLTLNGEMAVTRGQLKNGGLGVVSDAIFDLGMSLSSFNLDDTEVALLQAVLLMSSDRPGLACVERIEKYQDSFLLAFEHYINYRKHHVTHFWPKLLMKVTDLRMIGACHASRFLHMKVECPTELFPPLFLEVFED
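Polarization signal, normalized between peptide-alone and full complex controls, measured compound effects on T3-liganded human TRb LBD (0.6 uM) binding 20 nM Texas Red SRC2 peptide after 5 hr.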
RECQ1 inh: blocks DNA unwinding by human RECQ1 | RECQ1 DNA unwinding, red fluorescence kinetic read | Potency, µM (top dose mostly 57.3 µM), without a hit: top-dose activity, negative = inhibition, usual class: inhibitors | actives 0.54% (n = 240,000);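 note: plate controls were vehicle for no effect and no enzyme for full effect; nearly all actives have a fitted effect of over 30% in size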
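RECQ1T1 50 nM; forked duplex (20 bp + 30-nt ss tails) 200 nM, ATP 2 mM final; pH 8.0, 2 mM MgCl2, 2.5 ug/ml poly(dI-dC); 15 min compound preincubation; discontinuous kinetic read over 2 h at RT.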
Active calls of the source: *; i = inactive; ? = inconclusive; . = no result given; [ ] = remark or other dose. Unless noted, calls come from the whole dose curve; as a rule, active = well fitted curve in the direction sought with a large enough effect; inconclusive = small, poorly fitted or top-dose-only effect, or another doubt; inactive = no such curve, though single readings can be large; an effect the other way counts as inactive or inconclusive. Unless noted, % is set by controls: 0 for no effect and ±100 for the full control effect; potency is the fitted concentration of half-maximal effect. This is a subset (hit frequency here may not be typical).

Start of the listing, in advance:
SMILES	GAA inhib	TR SRC2 fluor cs	GoLoco inh red	L3MBTL1 block	GAA glycogen	GAA spleen mod	TRb-SRC2 inh	RECQ1 inh
O=C(c1ccc2ccccc2c1)C1CCCN(C(=O)CN2C(=O)CSC2=O)C1 (stereo unspecified)	3%	-5%	12%	0%	-4%	-3%	3%	i
Cc1ccc(N/C=C/C(=O)c2ccco2)c(O)c1	.	-1%	-5%	1%	8.9µM*	6%	1%	-3%
CC(=O)Nc1cccc(/C(C)=N/NS(=O)(=O)c2ccccc2)c1	4%	0%	1%	5%	5%	-1%	-10%	i
N/C(=N\OC(=O)c1cccc2ccccc12)c1ccncc1	.	-4%	4%	24%	-1%	-2%	7%	0%
CCC(=O)N1CCN(c2ccc(NC(=O)c3ccc(C#N)cc3F)cc2Cl)CC1	-6%	-3%	-1%	-1%	-10%	-8%	1%	-3%

The list itself, repeating the preview:
SMILES	GAA inhib	TR SRC2 fluor cs	GoLoco inh red	L3MBTL1 block	GAA glycogen	GAA spleen mod	TRb-SRC2 inh	RECQ1 inh
O=C(c1ccc2ccccc2c1)C1CCCN(C(=O)CN2C(=O)CSC2=O)C1 (stereo unspecified)	3%	-5%	12%	0%	-4%	-3%	3%	i
Cc1ccc(N/C=C/C(=O)c2ccco2)c(O)c1	.	-1%	-5%	1%	8.9µM*	6%	1%	-3%
CC(=O)Nc1cccc(/C(C)=N/NS(=O)(=O)c2ccccc2)c1	4%	0%	1%	5%	5%	-1%	-10%	i
N/C(=N\OC(=O)c1cccc2ccccc12)c1ccncc1	.	-4%	4%	24%	-1%	-2%	7%	0%
CCC(=O)N1CCN(c2ccc(NC(=O)c3ccc(C#N)cc3F)cc2Cl)CC1	-6%	-3%	-1%	-1%	-10%	-8%	1%	-3%
COC(=O)c1[nH]c2ccccc2c1NC(=O)C(C)N1CCN(C(=O)c2ccco2)CC1 (stereo unspecified)	-4%	-2%	-7%	6%	10%	0%	-7%	i
CCCCN1C(=S)SC(C)(C)C1/[N+]([O-])=C/c1ccc(S(=O)(=O)NC)cc1 (stereo unspecified)	.	-2%	8%	9%	-3%	-3%	-4%	-9%
Cc1noc2ncc(C(=O)c3cc(F)ccc3O)cc12	-9%	2%	17%	.	-6%	-4%	-9%	i
CN=C1SC(CC(=O)Nc2c(C)cccc2C)C(=O)N1/N=C/c1cccs1 (stereo unspecified)	3%	-1%[53 µM]	9%	5%	11%	7%	5%[53 µM]	-5%
CSc1nc(Oc2ccc(=O)[nH]n2)nc(N(C)C)n1	5%	2%	-2%	1%	-5%	-21%	-9%	-1%
O=C(CSc1ncn[nH]1)N1N=C(c2ccc(Cl)cc2)CC1c1ccco1 (stereo unspecified)	3%	-2%	33%[activator]	-6%	-1%	1%	-9%	-8%
CCCCNC(=O)CCn1c(=S)[nH]c2cc3c(cc2c1=O)OCO3	1%	-2%	7%	7%	0%	-17%	4%	-4%
CCC1CCCCN1C1Sc2ccc(C(=O)OC)cc2NC1=O (stereo unspecified)	-5%	-1%	6%	4%	-3%	-1%	-16%	-9%
COc1ccc(C(=O)OCC(=O)N(C)C2CCS(=O)(=O)C2)cc1S(=O)(=O)N1CCCc2ccccc21 (stereo unspecified)	0%	-2%	12%	-2%	-2%	.	2%	-8%
FC(F)(F)c1cc(Cl)c2nc(-c3ccccc3)cn2c1	3%	-2%	5%	4%	11%	-7%	-6%	i
O=C(N/N=C/c1ccc(Cl)cc1)c1sccc1OCc1ccc(F)cc1	-9%	-2%	4%	-6%	-4%	-15%	5%	-16%
O=C1COc2ccc(C(=O)CSc3nnc(Cc4cccs4)n3-c3ccccc3)cc2N1	-4%	2%	1%	.	-5%	5%	0%	1%
O=C(C(=O)N1CCN(C(=O)c2ccco2)CC1)c1c[nH]c2ccccc12	-9%	-2%	1%	.	-1%	12%	2%	-1%
Cc1cccc(C)c1N1CCN(c2nc(N(C)C)oc(=O)c2C#N)CC1	-2%	0%	-2%	2%	-9%	4%	3%	2%
CCOc1ccccc1N1CCN(CC(=O)c2c(N)n(C)c(=O)n(C)c2=O)CC1	1%	-2%	-2%	-13%	13%	-13%	0%	-16%
CCCCCCCCCCCCCCCCn1cc[n+](CC(C)=O)c1	7%	-4%	2%	.	0%	2%	-2%	-3%
CCCCOP(=O)(c1ccc(N(C)C)cc1)C(O)c1cccnc1 (stereo unspecified)	6%	-4%	12%	1%	24%	-3%	-11%	-7%
Cc1cnc(C(=O)Nc2ccc(S(=O)(=O)NCC(C)C)cc2)cn1	5%	2%	9%	0%	18%	5%	-4%	26%
Cc1cc(N2CCCC2)nc2ccccc12	?	-3%	15%	-1%	-5%	8%	3%	i
COc1ccc(C2C(C#N)=C(N)Oc3n[nH]c(C)c32)cc1CSc1ccccn1 (stereo unspecified)	2%	-1%	11%	-7%	-17%	-3%	-10%	-2%

Next part.
SMILES	GAA inhib	TR SRC2 fluor cs	GoLoco inh red	L3MBTL1 block	GAA glycogen	GAA spleen mod	TRb-SRC2 inh	RECQ1 inh
Cc1ccc(O)c(NC(=O)c2cccc(S(=O)(=O)N3CCCCC3)c2)c1	?	1%	34%[activator]	5%	?	-2%	-1%	-3%
COCCn1nnnc1C(c1ccccc1OC)N1CCN(c2ccccc2F)CC1 (stereo unspecified)	1%	2%	-6%	0%	-4%	1%	-2%	i
C/C(=N/NC(=O)CNC(=O)c1cccs1)c1ccco1	.	1%	4%	0%	-3%	-10%	-2%	-5%
CC(=O)N1N=C(c2ccc(C)cc2)OC1c1ccc(C(C)C)cc1 (stereo unspecified)	1%	-1%	-11%	7%	6%	-11%	0%	-5%
O=C(/C=C/c1ccccc1[N+](=O)[O-])NCc1cccnc1	-3%	-6%	14%	7%	1%	-3%	7%	-13%
CN1OC(COC(=O)c2ccc(Cl)cc2Cl)CC1c1ccccc1 (stereo unspecified)	-8%	-5%	1%	18%	-1%	3%	2%	-6%
CN(Cc1ccccc1)c1nc2c(c(=O)[nH]c(=O)n2C)n1Cc1ccccc1	5%	-5%	7%	-10%	1%	-1%	-12%	i
COC(=O)CNC(=O)CCCCC(=O)NCC(=O)OC	4%	-1%	-4%	5%	-5%	2%	-6%	?
O=C(CSc1nnc(-c2ccc(C(F)(F)F)cn2)s1)c1ccc(Cl)cc1	-3%	-5%	2%	-2%	4%	3%	-1%	-2%
Cc1cc2c(cc1C)-c1nnnn1C(C)(C)C2	0%	-3%	8%	4%	3%	?	-23%	0%
CCOc1ccc2c(O)csc2c1	2%	0%	17%	-7%	-9%	4%	-3%	-9%
Cc1[nH]nc(-c2ccc(O)c(C)c2O)c1Oc1ccccc1	-15%	-10%	-25%	.	-12%	-7%	0%	i
C=CCOC(=O)Nc1c(C(=O)OC)[nH]c2ccc(Cl)cc12	-5%	-7%	-35%	60%[activator]	2%	-2%	-3%	i
Cc1cc(OCCSc2nnc(-c3cccs3)n2C)ccc1Cl	-15%	-3%	14%	38%[activator]	0%	-8%	-4%	0%
Cc1ccc(-c2cc(N)n[nH]2)cc1	-11%	1%	4%	.	-2%	-3%	1%	14%
CN(CCO)S(=O)(=O)c1ccc2c(c1)C(=NO)c1cc(S(=O)(=O)N(C)CCO)ccc1-2	-7%	-10%	14%	-2%	-4%	-8%	0%	9%
CC1(C)CC(=O)c2cc(OCC(=O)NCCCN3CCN(c4ccccc4F)CC3)ccc2O1	10%	-2%	5%	-3%	-3%	-8%	-8%	i
COc1ccc(OC)c(N2C(=O)CC(Cc3ccc(C)cc3)C2=O)c1 (stereo unspecified)	-5%	-2%	4%	-22%[11.4 µM]	-1%	-4%	12%	1%
c1coc(CNc2ncnc3[nH]ncc23)c1	-6%	0%	-3%	?	-11%	-3%	2%	-4%
CCN1C(=O)/C(=C\N(C)C)NC1=S	-5%	1%	5%	3%	-2%	-6%	3%	2%
C[n+]1cccc(/C=N/NC(=O)CC23CC4CC(CC(C4)C2)C3)c1	.	-1%	4µM*	.	2%	-10%	-4%	-2%
Cc1c(C(=O)OCC(=O)Nc2ccc(C(N)=O)cc2)cccc1[N+](=O)[O-]	0%	0%	1%	13%	1%	0%	-2%	-11%
CC(C)NC(=O)c1ccccc1NC(=O)CCS(=O)(=O)Cc1ccccc1	?	-1%	8%	3%	5%	-4%	9%	0%
Cc1ccc(C2CC(=O)NC(SCC(N)=O)=C2C#N)s1 (stereo unspecified)	1%	-3%	-4%	.	4%	1%	-5%	-2%
Nc1nc(NC(=O)c2cccnc2)nn1-c1ccccc1	1%	3%	11%	-11%	-2%	-5%	12%	-3%

Going on with the list:
SMILES	GAA inhib	TR SRC2 fluor cs	GoLoco inh red	L3MBTL1 block	GAA glycogen	GAA spleen mod	TRb-SRC2 inh	RECQ1 inh
CCOC(=O)c1ccc(NC(=O)CSc2nc3c(c(=O)n2CC)SC(C)C3)cc1 (stereo unspecified)	?	-1%	0%	0%	-10%	-18%	-8%	-4%
COc1ccc(N(CC(=O)N/N=C/c2ccc(OC3CSC3)cc2)S(=O)(=O)c2ccccc2)cc1	-1%	1%	.	10%	-9%	0%	1%	-10%
CCOc1cc(CN2CCOCC2)cc(C(C)=O)c1	-6%	-2%	-3%	2%	13%	-1%	-3%	i
CC(C)(C)n1nc2c(c1NC(=O)c1ccc(Br)o1)CS(=O)C2 (stereo unspecified)	?	-1%	3%	.	8%	1%	-3%	-13%
Cc1c(-c2cccc(Cl)c2)nc2ccccc2c1C(=O)OC/C(O)=C(\C#N)c1nc2ccccc2[nH]1	0%	-4%	120%[activator]	-1%	1%	-13%	-1%	-23%
COc1ccc2[nH]c(=O)c(COC(=O)c3ccco3)cc2c1	10%	-6%	25%	1%	2%	0%	3%	-8%
O=C(Nc1ncc(Cc2ccc(SC(F)F)cc2)s1)c1ccc(OC(F)F)cc1	2%	-7%	11%	-3%	-5%	4%	5%	-20%
COc1cc(C(=O)N2CCN(C(=O)CC(C)C)CC2)cc(OC)c1OC	2%	-3%	-2%	2%	-7%	0%	-11%	i
Cc1ccc(Nc2nc(N)nc(CN3CCN(Cc4ccc5c(c4)OCO5)CC3)n2)cc1Cl	-8%	-1%	5%	-29%	10%	8%	3%	i
C=CCn1c(SCC(=O)Nc2cc(C)on2)nc2sc3c(c2c1=O)CCCC3	-3%	-1%	-18%	.	6%	-4%	4%	-7%
